GalR3 antag = human GalR3 antagonism; HEK293 GalR3-CNG cAMP membrane potential fluorescence; galR3 body fused to GalR1 C-terminus; inhibition, % at 3 µM; 360,000 tested, 0.44% active; AID 651719;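 active means inhibition above the screen-wide average plus 3 SD, cut at about 13% in these data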;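 further: forskolin and galanin both at EC90 stimulate the cells; cAMP rise reported by CNG channel membrane potential dye signal; 0% = forskolin plus galanin with DMSO and 100% = forskolin alone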
GPR7 antag = blocks human GPR7 receptor signaling | GPR7-expressing cells, fluorescence antagonist assay | inhibition, % at 4.4 µM | 290,000 tested, 1.1% active | P48145; in the data active means inhibition above about 16%, passing the limit was not always enough;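 further: cells stimulated with the agonist NPW; 0% = agonist with vehicle and 100% = vehicle without agonist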
MEKK2mut PB1 HTS = signal of MEK5 binding to mutant human MEKK2 PB1 domain; bead flow cytometry, Alexa488-MEK5 binding to MEKK2 mutant; percent response, % at 10 µM; 290,000 tested, 0.35% active; in the data active means percent response above about 24%, passing the limit was not always enough; further: inactives centre near 1; some results filed as inactive read as strong as hits
M18AAP inhibitor = blocks P. falciparum M18 aspartyl aminopeptidase | recombinant PfM18AAP, H-Glu-NHMec fluorogenic cleavage | inhibition, % at 7.35 µM | 290,000 tested, 1.2% active;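 active means inhibition above the campaign mean inhibition over all tested compounds plus 3 SD, cut at about 28% in these data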;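 further: 0% = plate median of test compound wells and 100% = 2 mM ZnCl2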
OXTR potentiator = human OXTR potentiation; P30559; CHO-OTR cells, Fluo-8 calcium fluorescence, potentiator mode; 0% = oxytocin EC15, 100% = EC100; activation, % at 3 µM; 320,000 tested, 0.061% active;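 active means activation above that plate's cutoff, the mean activation of tested compounds plus 3 SD, cut at about 6.6% in these data, passing the limit was not always enough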;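 further: 100% uses oxytocin at 75 nM as the full agonist control; some results filed as inactive read as strong as hits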
Target sequence (P30559 whole entry, looked up): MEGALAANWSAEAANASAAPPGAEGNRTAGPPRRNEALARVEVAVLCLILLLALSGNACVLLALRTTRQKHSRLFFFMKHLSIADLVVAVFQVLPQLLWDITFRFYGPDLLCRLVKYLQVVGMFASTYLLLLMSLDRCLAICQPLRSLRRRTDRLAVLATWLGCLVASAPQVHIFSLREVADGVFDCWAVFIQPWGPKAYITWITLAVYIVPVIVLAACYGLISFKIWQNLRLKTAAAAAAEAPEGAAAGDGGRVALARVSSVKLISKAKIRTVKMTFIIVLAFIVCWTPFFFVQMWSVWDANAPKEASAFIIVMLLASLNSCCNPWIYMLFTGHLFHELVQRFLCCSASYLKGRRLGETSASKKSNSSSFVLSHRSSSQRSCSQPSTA
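Assay system: CHO cell line stably expressing human OTR. Reagent: EC15 oxytocin agonist. Dosing: single dose, 3.0 µM nominal final compound concentration. Timing: compound 6 min at room temperature before oxytocin, 100 s read. Signal: kinetic Fluo-8 calcium fluorescence. Controls: oxytocin EC15 low and EC100 high.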
NALP1 inh = blocks the NALP1 inflammasome reconstituted in yeast. AID 2071. inhibition, % at 10 µM. S. cerevisiae NALP1/ASC/caspase-1 growth, X-gal OD620, 72 h. 280,000 tested, 0.61% active; in the data active means inhibition mostly above about 24%, no sharp cut-off; inactive means mostly below about 32%; further: some compounds called inactive have numbers as strong as hits
V1aR counter = activates human V1a receptor in oxytocin agonist counter-screen; P37288; CHO-V1R cells, Fluo-8 calcium fluorescence, agonist mode; 0% DMSO, 100% 3 nM vasopressin; activation, % at 3 µM; 320,000 tested, 0.25% active; AID 2797;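 active means activation above the mean activation of all tested compounds plus 3 SD, per screening run, cut at about 20% in these data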;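 further: signal is peak over basal fluorescence ratio across a 100 second FLIPR read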
Target sequence (P37288 whole entry, looked up): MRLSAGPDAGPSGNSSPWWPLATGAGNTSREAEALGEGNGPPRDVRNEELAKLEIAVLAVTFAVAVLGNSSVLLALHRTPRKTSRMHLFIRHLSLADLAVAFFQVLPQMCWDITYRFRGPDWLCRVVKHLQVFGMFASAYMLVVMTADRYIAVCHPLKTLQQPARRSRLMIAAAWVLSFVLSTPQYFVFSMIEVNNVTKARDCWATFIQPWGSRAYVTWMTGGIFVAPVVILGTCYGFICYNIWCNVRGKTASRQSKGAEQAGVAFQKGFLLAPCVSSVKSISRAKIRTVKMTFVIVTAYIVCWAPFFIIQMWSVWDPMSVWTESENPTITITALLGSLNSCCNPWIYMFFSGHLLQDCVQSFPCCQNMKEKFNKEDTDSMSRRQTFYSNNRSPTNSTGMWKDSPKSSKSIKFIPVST
OXTR agonist = agonists of human oxytocin receptor. P30559. CHO-OTR cells, Fluo-8 calcium fluorescence; normalized: DMSO 0%, oxytocin 100%. activation, % at 3 µM. 320,000 tested, 0.32% active. AID 2435;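 active means activation above the mean of all tested compounds plus 3 SD, cutoff set per screening run, cut at about 20% in these data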;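 further: peak over basal fluorescence ratio from a 100 s FLIPR kinetic read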
MEKK2 WT-MEK5 = raises or lowers MEK5 binding to wildtype human MEKK2 PB1 domain; Q9Y2U5; 290,000 tested, 1.1% active; bead flow cytometry, Alexa488-MEK5 binding to MEKK2 WT; actives lie on both sides; AID 1531; binding response (% of control), % at 10 µM; in the data active means binding response below about 67% or above about 130%
Starred values were filed as active, the others as inactive; . = not tested or not shown. A portion of the library (hit frequency here may not be typical).

item	canonical_smiles	GalR3 antag	GPR7 antag	MEKK2mut PB1 HTS	M18AAP inhibitor	OXTR potentiator	NALP1 inh	V1aR counter	OXTR agonist	MEKK2 WT-MEK5
1	CCCCn1c(C)c(C(=O)O)c2cc(OC)c3ccccc3c21	-8	-10	3	-10	0	2	-0.2	-1.2	108
2	O=C(Cn1c(=O)c(C(F)(F)F)nc2ccccc21)N1CCC2(CC1)OCCO2	-4	-17	1	7	2	18	0.2	-0.3	98
3	COc1ccccc1OP(=O)(Nc1cccnc1)Oc1ccccc1OC	-3	-1	8	-7	-1	19	1.6	-1.7	111
4	CC(=O)N1CC(=O)Nc2ccc(Cl)cc2C1c1ccccc1 (stereo not given)	-7	9	-2	6	-11	30	0.5	0.5	102
5	COc1ccc2[nH]c3c(c2c1)CCNC3C (stereo not given)	-2	-10	6	-5	-13	10	0.5	0.9	111
6	CN(C)C(=O)Oc1c(Cl)cc(Cl)c2cccnc12	-3	-6	-3	-6	-7	-3	-1.2	-2.6	99
7	O=C1NC(=O)N(c2ccc3c(c2)OCO3)C(=O)/C1=C\c1ccc(N2CCCCC2)o1	3	-5	9	-2	-8	35	12	8.6	112
8	CCCCn1c(O)c(/C(C)=N/NC(=O)Nc2ccccc2)c(=O)[nH]c1=O	-5	-17	-4	4	-8	4	0.2	-1.1	95
9	CN(C)CC1CSCCC1(O)c1ccc(C(F)(F)F)cc1 (stereo not given)	2	-8	3	1	2	18	-0.9	0.3	106
10	O=C(C1CCC(=O)N1Cc1ccc(F)cc1)N1CCC2(CC1)OCCO2 (stereo not given)	-6	-8	-5	-7	-13	-1	0.3	0.7	99
11	CCN1CCN(S(=O)(=O)c2ccc(Cl)nc2)CC1	-3	-9	15	-7	-3	2	1.2	0.4	112
12	C=CCn1c(O)c(C=Nc2c(C)n(C)n(-c3ccccc3)c2=O)c(=O)[nH]c1=O	-1	-6	-2	5	1	7	0.2	-0.7	92
13	CN1C(=O)C(=Cc2ccccc2Oc2ccc(Cl)c(F)c2)C(=O)N(C)C1=O	-5	-10	9	-2	-6	-30	-1.1	-2.0	92
14	CCOc1ccc(N2C(=O)/C(=C\c3cccs3)C(=O)NC2=S)cc1	-3	18	-11	5	-9	-22	1.9	-0.5	90
15	S=C(NCCc1ccccc1)NCCc1cnc[nH]1	-9	-9	3	-8	-21	6	-0.6	-0.5	100
16	CCOc1cc2c(cc1OCC)-n1cccc1C(c1ccccc1OC)NC2 (stereo not given)	-8	2	-1	1	-18	8	8.3	5.9	101
17	CCCC(C)(COC(N)=O)COC(=O)NC(C)C (stereo not given)	.	-3	-2	15	-6	23	1.2	-0.1	102
18	COC(=O)C1=C(c2ccc3ccccc3c2)C[C@@H]2CC[C@H]1N2C(=O)NCCCOC(C)C	-4	.	.	.	0	.	0.7	-1.0	.
19	O=c1[nH]c(=O)n(C2CCCCCC2)c(O)c1C=NCC1CCCO1 (stereo not given)	-1	-5	0	3	-15	4	1.4	-0.3	99
20	COc1ccc(OCC(=O)N2CCN(C3CCC(c4ccccc4)CC3)CC2)cc1 (stereo not given)	-5	0	1	1	-9	44	0.9	-1.4	106
21	CC1CN(O)C2CCc3nonc3C12O (stereo not given)	-5	-12	2	-2	-10	15	1.1	-0.2	95
22	O=C(Cn1ncc2ccccc21)N1CCC2(CC1)OCCO2	-3	-13	5	0	1	10	-0.5	-0.2	105
23	COc1ccccc1/C=N/N=C(/N)N[N+](=O)[O-]	12	20	4	10	4	-4	0.2	0.4	104
24	CCOC(=O)c1c(C)n(Cc2ccccc2)c2ccc(OCC(O)Cn3nc(C)nc3C)cc12 (stereo not given)	4	6	.	2	-8	31	0.9	0.1	.
25	OC12Oc3ccccc3C=C1N1CCC2CC1 (stereo not given)	-3	-3	2	0	1	-42	-0.1	0.6	100

Sorted by SMILES length (low to high): part of the list above
item	canonical_smiles	GalR3 antag	GPR7 antag	MEKK2mut PB1 HTS	M18AAP inhibitor	OXTR potentiator	NALP1 inh	V1aR counter	OXTR agonist	MEKK2 WT-MEK5
21	CC1CN(O)C2CCc3nonc3C12O (stereo not given)	-5	-12	2	-2	-10	15	1.1	-0.2	95
5	COc1ccc2[nH]c3c(c2c1)CCNC3C (stereo not given)	-2	-10	6	-5	-13	10	0.5	0.9	111
15	S=C(NCCc1ccccc1)NCCc1cnc[nH]1	-9	-9	3	-8	-21	6	-0.6	-0.5	100
17	CCCC(C)(COC(N)=O)COC(=O)NC(C)C (stereo not given)	.	-3	-2	15	-6	23	1.2	-0.1	102
11	CCN1CCN(S(=O)(=O)c2ccc(Cl)nc2)CC1	-3	-9	15	-7	-3	2	1.2	0.4	112
22	O=C(Cn1ncc2ccccc21)N1CCC2(CC1)OCCO2	-3	-13	5	0	1	10	-0.5	-0.2	105
4	CC(=O)N1CC(=O)Nc2ccc(Cl)cc2C1c1ccccc1 (stereo not given)	-7	9	-2	6	-11	30	0.5	0.5	102
1	CCCCn1c(C)c(C(=O)O)c2cc(OC)c3ccccc3c21	-8	-10	3	-10	0	2	-0.2	-1.2	108
16	CCOc1cc2c(cc1OCC)-n1cccc1C(c1ccccc1OC)NC2 (stereo not given)	-8	2	-1	1	-18	8	8.3	5.9	101
19	O=c1[nH]c(=O)n(C2CCCCCC2)c(O)c1C=NCC1CCCO1 (stereo not given)	-1	-5	0	3	-15	4	1.4	-0.3	99
13	CN1C(=O)C(=Cc2ccccc2Oc2ccc(Cl)c(F)c2)C(=O)N(C)C1=O	-5	-10	9	-2	-6	-30	-1.1	-2.0	92
24	CCOC(=O)c1c(C)n(Cc2ccccc2)c2ccc(OCC(O)Cn3nc(C)nc3C)cc12 (stereo not given)	4	6	.	2	-8	31	0.9	0.1	.

Further entries
item	canonical_smiles	GalR3 antag	GPR7 antag	MEKK2mut PB1 HTS	M18AAP inhibitor	OXTR potentiator	NALP1 inh	V1aR counter	OXTR agonist	MEKK2 WT-MEK5
26	COC(=O)C1=C(c2ccc(F)cc2OCc2ccccc2)C[C@@H]2CC[C@H]1N2C(=O)NCc1ccccc1Br	-8	.	.	.	-10	.	1.7	0.5	.
27	COc1ccc(C2N3CC(C)(C)CN23)cc1 (stereo not given)	.	-4	-3	1	-1	22	0.2	0.9	92
28	COc1ccc(C(=O)c2nc3ccccc3n2C(C)C)cc1	1	-12	6	11	-1	-6	-1.9	-2.6	101
29	COC(=O)C1(C(=O)O)Cc2cc([N+](=O)[O-])ccc2N2CCCC21 (stereo not given)	-8	3	8	7	-15	19	-0.4	6.1	102
30	CC1CCC/C=C/C2CC(O)CC2C(O)/C=C/C(=O)O1 (stereo not given)	3	-13	.	-11	-8	40*	0.0	-0.7	.
31	CC(=O)CCC(C)=O	-2	.	.	.	-2	.	0.3	1.7	.
32	CCCCn1c(=O)c(C(=O)NCc2ccncc2)c(O)c2ccccc21	-4	-4	7	-12	0	15	0.0	-0.8	108
33	CC/C(=N\NC(=O)Nc1ccccc1)c1c(O)n(Cc2ccccc2)c(=O)[nH]c1=O	2	-25	27	5	-17	-23	-1.7	7.8	118
34	Cc1ccccc1N1CCN(Cc2ccc3c(c2)OCO3)CC1	-10	-22	3	5	0	12	-0.8	-2.0	100
35	c1ccc2c(NC3=NCCS3)cccc2c1	-3	-5	13	1	0	6	0.9	-1.6	106
36	COC(=O)C1=C(c2cccc(Cl)c2)C[C@@H]2CC[C@H]1N2C(=O)N1CCCC1	-6	.	.	.	-4	.	-1.3	-1.7	.
37	CCOC(=O)C1(Cc2ccc(Cl)cc2)CCN(C(C)CCn2cccn2)CC1 (stereo not given)	-5	38*	-2	0	-12	10	4.1	3.5	103
38	CCOc1ccc(CNCCc2ccc3c(c2)OCO3)cc1	-1	-3	14	1	-7	16	0.7	1.8	104
39	Cc1cc(/C=C2\C(=O)NC(=O)N(c3cccc(Br)c3)C2=O)c(C)n1C	-10	-9	-2	5	-7	34	-0.2	0.5	99
40	CC(C)N1CCN(Cc2c[nH]c3ccccc23)CC1CCO (stereo not given)	0	-1	1	-2	.	-9	.	.	109
41	O=c1c2ccccc2nc(CN2CCCCCC2)n1-c1ccc(F)cc1	-2	-1	11	-2	-3	.	-2.0	-1.9	116
42	CC(C)(C)c1ccc(O)c(CN2CCN(c3ccccc3)CC2)c1	-5	-7	1	8	-8	18	-1.6	0.6	112
43	COC(=O)C1=C(c2cc3ccccc3o2)C[C@@H]2CC[C@H]1N2C(=O)N1CCC(O)CC1	-1	.	4	.	-3	.	-1.6	-0.5	101
44	C[N+]1(C)C2CCC1CC(OC(=O)c1ccccc1)C2 (stereo not given)	0	2	-6	0	-1	.	0.8	0.5	65
45	CC1CN(c2ccc([N+](=O)[O-])cc2Cl)CCN1 (stereo not given)	-8	-6	-2	4	3	22	1.9	4.3	103
46	CC(=O)N1CCN(CCN=Cc2c(O)n(-c3ccc(C)cc3)c(=S)[nH]c2=O)CC1	-11	1	5	1	-3	14	0.9	-0.2	104
47	Cc1cccc(OCCn2cccc2/C=C2/C(=O)NC(=O)N(Cc3ccco3)C2=O)c1	-3	-11	-13	9	-3	22	0.2	-0.8	73
48	O=C1NC(=O)C(=Cc2coc3ccccc3c2=O)C(=O)N1	-6	-1	184*	8	-3	-12	0.8	-0.9	282*
49	COc1ccc(/C=C2/C(=O)NC(=O)N(Cc3ccco3)C2=O)cc1	.	-3	-4	4	-7	18	1.1	1.5	99
50	O=C(c1cc(F)ccc1F)C1CCCN(Cc2cccc(Cl)c2)C1 (stereo not given)	-7	-7	13	1	-6	6	-1.3	-1.9	111
51	C=CCn1c(O)c(C(CC)=Nc2ccc(N(C)C)cc2)c(=O)[nH]c1=O	-2	-13	-3	52*	-8	3	1.7	5.2	100
52	CN1C(=O)C(=Cc2ccc(Sc3ccccc3)o2)C(=O)N(C)C1=S	0	.	.	.	3	.	1.1	0.9	.
53	O=c1c2ccccc2nc(/C=C/c2ccccc2)n1-c1ccccc1O	-5	-9	1	10	-10	16	4.6	3.3	97
54	O=C(CCS(=O)(=O)c1ccc(Br)cc1)N1CCC2(CC1)OCCO2	0	-2	11	-3	-2	4	0.0	0.9	106
55	CC(=NCCN1CCCCC1)c1c(O)n(-c2ccccc2)c(=O)[nH]c1=O	-7	5	4	1	0	.	0.8	0.2	99
56	C[N+]1(C)[C@@H]2CC[C@H]1CC(OC(=O)C(c1ccccc1)c1ccccc1)C2 (stereo not given in full)	-10	-5	0	-1	1	28	0.6	0.1	99

Compound activity as filed in PubChem BioAssay.
